# Compound activity as filed in PubChem BioAssay.
# mcGAS inh: blocks mouse cGAS activity | Q8C6L5 | inhibition, % at 12.5 µM | 0.15% of 160,000 active | recombinant cGAS, Kinase-Glo ATP depletion luminescence;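 further: 0% = negative control wells and 100% = reference inhibitor with no enzyme activity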
# hcGAS lum: inhibitors of human cGAS; 0.081% of 290,000 active; Q8N884; recombinant h-cGAS, ATP depletion, Kinase-Glo luminescence; inhibition, % at 12.5 µM;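 further: 0% = vehicle reaction and 100% = reaction without DNA for no activity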
# Target sequence (Q8N884 whole entry, looked up): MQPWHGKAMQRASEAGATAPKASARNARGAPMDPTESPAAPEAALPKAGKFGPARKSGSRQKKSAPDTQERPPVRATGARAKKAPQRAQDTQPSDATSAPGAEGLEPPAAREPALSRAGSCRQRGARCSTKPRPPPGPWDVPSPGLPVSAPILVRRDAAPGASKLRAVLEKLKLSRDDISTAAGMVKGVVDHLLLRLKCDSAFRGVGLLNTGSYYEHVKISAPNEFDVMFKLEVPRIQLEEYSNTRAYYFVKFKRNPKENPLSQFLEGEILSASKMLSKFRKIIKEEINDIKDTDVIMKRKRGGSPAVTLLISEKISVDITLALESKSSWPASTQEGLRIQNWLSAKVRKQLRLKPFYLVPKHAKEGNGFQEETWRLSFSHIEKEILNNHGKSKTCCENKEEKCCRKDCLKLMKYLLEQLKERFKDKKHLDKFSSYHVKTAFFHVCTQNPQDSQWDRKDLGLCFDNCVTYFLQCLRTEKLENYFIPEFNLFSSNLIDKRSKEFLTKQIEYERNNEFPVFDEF
# NPYLR7 ag: mosquito NPYLR7 agonism. AID 1259423. HEK293T NPYLR7/Galpha15, GCaMP6s calcium fluorescence. 0.15% of 270,000 active. activation, % at 10 µM; in the data active means activation above about 40%;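 further: 0% = vehicle and 100% = reference agonist at the receptor; some compounds past the cut are filed as inactive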
# * = called active by the depositor; . = no result given; & = joins results of further samples. Unless noted, no stated cut-off is given here; in the data, active means inhibition above about 40%; inactive means the rest.
# Values run as follows: mcGAS inh | hcGAS lum | NPYLR7 ag
CCC(=O)c1ccc(OCC(=O)N[C@H]2COC[C@@H]2N2CCCCC2)cc1
  . | -7 | 1
CCOC(=O)c1nn(-c2ccc(Cl)c(Cl)c2)cc1O
  -3 | -10&-2 | -7
CCOC(=O)C1(CCOc2ccccc2)CCN(Cc2cnc(N(C)C)s2)CC1
  . | -9 | 1
OCc1cc(Cl)c(CO)cc1Cl
  . | -1 | 7
CN(c1ccccc1)S(=O)(=O)c1c(-c2ccccc2)csc1C(=O)NCc1ccccn1
  -8 | -8 | .
CNC(=O)[C@H]1CC[C@@](C)(C(=O)NCc2nnc(N)s2)C1(C)C
  -7 | -16 | .
C=CCCC(O)CN(CCOC)Cc1c(C)nn(-c2ccccc2)c1Oc1ccccc1OC (stereo not given)
  -4 | -6 | 5
CCN(CC)S(=O)(=O)c1ccc2c(c1)nc(SCc1c(C)noc1C)n2C(C)C
  -8 | -4 | 20
CCc1nc2ccc(C(=O)NC3CCN(C)CC3)cn2c1N(C)C=O
  0 | -1 | 4
COc1ccc(Cl)cc1-c1nc2ccccc2c(=O)o1
  . | -4 | 2
COc1ccc(NC2CCCN(C(=O)c3ccc4c(c3)C(=O)N(C)C4=O)C2)cc1 (stereo not given)
  . | -5 | 8
COc1ccccc1N1CCN(C(=O)c2nn(-c3ccccc3)c(=O)cc2OC)CC1
  . | 3 | 2
Cc1ccnc(CC(C)N(C)C(=O)c2cc(F)ccc2C)c1 (stereo not given)
  -12 | -7 | -3
O=C(Cc1cccnc1)NS(=O)(=O)c1ccc2c(c1)CCCC2
  . | -4 | 6
CC(=O)Nc1ccc(S(=O)(=O)N2CCN(c3nc(C(C)C)nc4sc(C)c(C)c34)CC2)cc1
  -4 | -7 | -9
CCn1cc(C(CC(=O)NCCN2CCCC2)c2cccc(Oc3ccccc3)c2)c2ccccc21 (stereo not given)
  -9 | -13 | .
CS(=O)(=O)NC1CCN(CCn2c(=O)oc3ccccc32)CC1
  . | -3 | 23
C=CCN(CC=C)C(=O)CSc1nnc(-c2ccco2)n1-c1ccc(C)cc1
  -3 | -3 | -1
O=S(=O)(c1ccc(CN2CCCC(O)(CO)C2)cc1)N1CCOCC1 (stereo not given)
  -15 | -4 | -3
CCCn1cnnc1CNC(=O)c1cccc(-n2nc(C)cc2C)c1
  . | -5 | 20
Cc1cc(O)ccc1Nc1cc(-c2cccc(N(C)C)c2)ncn1
  . | -4 | -3
COc1cccc(C(=O)Nc2cccc(-n3nc(OC)nc3-c3cccc(OC)c3)c2)c1
  -7 | 1 | 8
NC(=O)c1ccc(NC(=O)c2cccc(COc3ccc(Cl)cc3)c2)cc1
  . | 4 | 2
CCCN1N=C(c2ccc(Cl)cc2)Cn2c1nc1c2c(=O)n(C)c(=O)n1C
  . | -3 | -8
CCS(=O)(=O)Nc1cccc(C(=O)N2CCCCC2)c1
  -7 | -10 | 2
Cc1ccc(Cl)cc1N1CCN(C(=O)c2cn(C3CCCCCC3)nn2)CC1
  -8 | -4 | .
Cc1ccccc1Cn1cc(C(=O)NCc2c(C)nn(-c3ccc(F)cc3)c2C)nn1
  -11 | -8 | .
COc1ccc(CCN(C)C(=O)c2c(-c3c(F)cccc3Cl)noc2C)cc1OC
  -6 | -4 | 19
O=C(Nc1cccc(F)c1)c1cccc(CN2CC=CCC2)c1
  . | 0 | -2
O=C(Nc1cccc(F)c1)N1CCc2nc(NCc3cccc(Oc4ccccc4)c3)ncc2C1
  -2 | -4 | -1

# The list goes on; the last five above are carried over.
# Values run as follows: mcGAS inh | hcGAS lum | NPYLR7 ag
Cc1ccc(Cl)cc1N1CCN(C(=O)c2cn(C3CCCCCC3)nn2)CC1
  -8 | -4 | .
Cc1ccccc1Cn1cc(C(=O)NCc2c(C)nn(-c3ccc(F)cc3)c2C)nn1
  -11 | -8 | .
COc1ccc(CCN(C)C(=O)c2c(-c3c(F)cccc3Cl)noc2C)cc1OC
  -6 | -4 | 19
O=C(Nc1cccc(F)c1)c1cccc(CN2CC=CCC2)c1
  . | 0 | -2
O=C(Nc1cccc(F)c1)N1CCc2nc(NCc3cccc(Oc4ccccc4)c3)ncc2C1
  -2 | -4 | -1
O=C(N1CCN(c2ccccc2)CC1)N1c2ccccc2Sc2ccccc21
  . | -6 | 3
CC(C)OC(=O)c1cc(N)ccc1SC#N
  -9 | -4 | -10
CSc1ccc(NC(=O)C2(C)CCN2C(=O)c2cc(C)n(C)n2)cc1 (stereo not given)
  -4 | -3 | 1
Cc1nnc(-c2ccc(OCC(=O)Nc3cccc(C)c3C)cc2)o1
  . | -1 | -8
CCCSc1nnc(CNC(=O)C23CC4CC(CC(C4)C2)C3)n1Cc1ccccc1
  -7 | -4 | -2
CCOC(=O)N(C)CC(=O)Nc1cnc(C(C)(C)C)nc1
  . | -10 | -2
CCCc1nnc2sc(CCCN3CCCCCC3)nn12
  . | -6 | 2
Cc1cc(Nc2ccc3c(n2)C(=O)N([C@H](C)C(=O)NC2CCC(O)CC2)C3)n(C)n1 (stereo not given in full)
  . | -8 | 5
Cc1cccc(Oc2cnn(-c3ccccc3)c(=O)c2Nc2cccc(C(=O)O)c2)c1C
  -1 | -2 | 2
C#CCN(C)C(=O)c1ccc(-c2cccc(Cl)c2)s1
  -5 | -4 | 28
CC(C)NC(=O)CNC(=O)c1cc2sccc2[nH]1
  -13 | -4 | -4
CC(c1nccs1)N(C)C(=O)CCC(=O)Nc1ccc(F)c(Cl)c1 (stereo not given)
  -13 | -2 | -1
O=C(CN1C(=O)c2ccccc2C1=O)Nc1ccc(I)cc1
  -8 | -4 | 1
Cc1ccc(NC(=O)c2c(N)n(/N=C\c3cccs3)c3nc4ccccc4nc23)cc1
  -9 | -4 | 11
Fc1cccc(-c2nnn3c2nc(NC2CCCCC2)c2ccccc23)c1
  0 | 1 | 3
CCN(CC)CCNC(=O)c1c(N)cccc1Cl
  . | -6 | -2
CCOc1ccc(C2c3cccn3CCCN2Cc2ccncc2)cc1 (stereo not given)
  -4 | -2 | -6
COC(=O)CCc1c(C)nn(-c2ccc(C(=O)Nc3ccc(-c4ccccc4)cc3)cc2)c1C
  0 | -1 | -13
O=C(CSc1nnc2n1CCCCC2)Nc1ccc2[nH]c(=O)[nH]c2c1
  . | -13 | 5
COc1ccc(NC(=O)[C@@H](NS(=O)(=O)c2ccc(C)cc2)C(C)C)cn1
  -15 | -8 | 28
Cc1ccc(NS(=O)(=O)c2cc(Cl)cc(Cl)c2)cc1
  . | 3 | 0
Cc1ccc(N2C(=O)/C(=C/c3ccc([N+](=O)[O-])cc3)C=C2c2ccccc2)cc1[N+](=O)[O-]
  -6 | -2 | -1
COc1cc(/C=C2\C(=O)N(c3ccc(Cl)c(C(=O)O)c3)N=C2C)cc(OC)c1OC
  -4 | -2 | -5
CSc1nn(CC(=O)Nc2ccc(C)c(C)c2)c(N)c1-c1nc(-c2ccc3c(c2)OCO3)no1
  -8 | -2 | 1
O=C(CCc1cccs1)N1CCN(C(=O)c2cccc(O)c2)CC1
  . | -6 | 8
CCOc1ccc(C2CC(c3ccccc3)=Nc3nc4ccccc4n32)cc1 (stereo not given)
  -8 | -9 | -6
Cc1nn(C)c(C)c1NC(=O)CN(C1CCCC1)C1CC1
  . | -1 | -19
Cc1cc(N2CCCC(c3ccnn3CCO)C2)nc(C)n1 (stereo not given)
  -9 | -13 | 2
COc1cccc(C2=N/C(=C\c3cccs3)C(=O)O2)c1
  -4 | -3 | -8
Cc1ccc(S(=O)(=O)Nc2cccc(S(=O)(=O)Nc3ccccc3Cl)c2)c(C)c1
  -7 | -5 | 0
CCCCCCC(C)NN (stereo not given)
  . | -5 | -12
CCOC(=O)C1=C(C)NC(C)=C(C(=O)OCC)C1c1cccc([N+](=O)[O-])c1
  -3 | 0 | 3
COc1cc2c(cc1OC)CN(c1ncccc1C(=O)O)CC2
  . | -6 | 1
CC(C)CNC(=O)C(=O)N1CCCn2cncc2C1
  . | -7 | 3
CC1CN(CCCCNCc2ccc(Br)cc2)CC(C)O1 (stereo not given)
  . | 8 | 0
COC(=O)c1ccc(/C=C2\N=C(c3cc(F)c(F)cc3Cl)OC2=O)cc1
  7 | 10 | -28
O=C1OC2(CCCCC2)OC(=O)C1=CNc1ccccc1F
  . | -5 | 6
C/C=N\N=C1/NC(=O)C(CC(=O)Nc2cccc(C)c2C)S1 (stereo not given)
  . | -15 | 7
COc1ccc(OC)c(NC(=O)C2CCCCC2)c1
  . | -8 | 9
CCc1ccccc1NC(=O)Cn1c(=O)n(Cc2ccco2)c(=O)c2oc3ccccc3c21
  -9 | -5 | 22
O=C(CN1CCN(C(=O)Nc2ccc(F)cc2)CC1)Nc1cccc(F)c1
  . | 0 | -1
c1ccc(-n2nnnc2SCc2ccc3nonc3c2)cc1
  . | -5 | 3
CN(C)c1cccc(C(=O)N2CCN(C(c3ccccc3)c3ccc(Cl)cc3)CC2)c1 (stereo not given)
  -7 | -11 | 33
Cc1ccc(CSc2nc(CC(=O)NC3CCCCC3)cs2)cc1
  -6 | -8 | .
C=C1C(C)(C)[C@H]2CC[C@]1(C(=O)N1CCN(C)C3(CCN(C)CC3)C1)C2
  -15 | -3 | 7
CCOCCCN(CC(=O)N(CCc1ccc(OC)c(OC)c1)Cc1ccc(C)s1)C(=O)Nc1ccc(SC)cc1
  -5 | -6 | 8
COc1ccc(C(C)=O)cc1CN1C(=O)CON=C1Cc1ccccc1
  . | -4 | 4
O=C(Nc1nnc(Cc2ccccc2F)s1)c1ccc(=O)[nH]n1
  . | -2 | 4
CC(C)(C)OC(=O)NCCCCCC(=O)N1CCCC1c1nnc2c(C(F)(F)F)cccn12 (stereo not given)
  -6 | -6 | -7
CS(=O)(=O)N1CCN(c2ccc3nncn3n2)CC1
  -8 | -2 | 3
Cc1csc2nc(CSc3nnc(-c4ccco4)n3C3CCCCC3)cc(=O)n12
  -4 | -1 | 0
O=C(NCc1ccc(C(F)(F)F)cc1)c1ccco1
  -6 | -6 | 10
O=C1NCCN(Cc2ccc(F)c(F)c2)C1CC(=O)N1CCc2[nH]ncc2C1 (stereo not given)
  . | -5 | 9
O=C(CSc1nc(=O)[nH]c2c1CCCC2)NC1CCCCC1
  -1 | 0 | 0
Cn1cc(NC(=O)c2ccc(Br)cc2)cn1
  . | -19 | -1
Cc1ccccc1-n1c(SCc2nc(C(=O)NCCc3ccccn3)cs2)nnc1-c1cccnc1
  -5 | -8 | -6
CN1CC2(CCN(C(=O)c3ccccc3-c3ncc[nH]3)C2)OC1=O (stereo not given)
  . | -10 | -1
Cc1ccc2nc(N(CCN(C)C)C(=O)c3cc(C)on3)sc2c1
  -8 | -13 | 1
Cc1nc(-c2ccccc2)sc1C(=O)Nc1c(C)nc2sccn2c1=O
  -1 | 0 | -12
O=C(Nc1c(-c2ccc(C(F)(F)F)cc2)nc2ccccn12)C1CCC1
  -7 | -7 | -4

# Next entries follow:
# Values run as follows: mcGAS inh | hcGAS lum | NPYLR7 ag
CCn1cnnc1CCNc1nccc(N2CCC(O)C2)n1 (stereo not given)
  -7 | -5 | -2
Cc1cccn2c(=O)nc(SCc3ccc(C(F)(F)F)cc3)nc12
  . | -10 | 7
COc1ccc(-n2nc(C)c(-c3ccccc3)c2NC(=O)CN(C(=O)c2ccc3c(c2)OCO3)C(C)C)cc1
  -6 | -12 | -2
COc1ccc(N2C(=O)CSC2c2cccc(NC(=O)c3ccccc3Br)c2)cc1 (stereo not given)
  -4 | -5 | 8
O=C1NC(=S)N/C1=C/c1ccc(-c2ccc([N+](=O)[O-])cc2Cl)o1
  -5 | -3 | -4
CC(OCC1CC1)C(=O)N(C)CCCc1cc(-c2ccccc2)no1 (stereo not given)
  . | -10 | 5
CC(C)(CO)NC(=O)c1cccc2[nH]c(-c3ccncc3)nc12
  . | -4 | 0
Cc1cccc(C(C(=O)N(C)Cc2noc(C3CCC3)n2)N(C)C)c1 (stereo not given)
  . | -1 | 11
CC(=O)N1CCc2c(sc(NC(=O)c3ccc(F)cc3)c2-c2nc3ccccc3s2)C1
  . | -4 | 4
O=C(CNC(=O)c1ccsc1)NC1(c2ccc(F)cc2)CCC1
  . | -3 | 4
Cn1c(C(=O)NC(C)(C)C)cc2c(=O)n3ccccc3nc21
  -6 | -8&-5 | -4&-2
CCc1nc(C2CN(CCCOc3ccc(C#N)cc3)CCO2)n[nH]1 (stereo not given)
  . | 0 | 6
COCCn1ccc2nc3ccn(C4CC4)c(=O)c3cc2c1=O
  . | -3 | 4
Cc1ncc(CN2CCC(n3nccc3NC(=O)CCOc3ccccc3)CC2)s1
  -5 | -7 | -3
CC(=O)c1cc(CC(=O)NCc2ccsc2)cs1
  . | -2 | 0
O=C(NCC1CCN(c2nc(Cc3ccc(Cl)cc3)ns2)CC1)c1ccc(F)cc1
  -4 | -7 | 14
O=C(CCc1cc2c(n1-c1ccc3c(c1)OCO3)-c1ccccc1CC2)NCCc1cccc(Cl)c1
  -8 | -4 | 2
Cc1cc(C(=O)N(Cc2cccnc2)c2nc3c(Cl)cccc3s2)on1
  -6 | -4 | 4
CCC(O)C1CCN(C(=O)c2ccc(OC3CCN(Cc4ccccn4)CC3)cc2)CC1 (stereo not given)
  -3 | -1 | 4
COc1ccccc1N1CCN(Cc2nc(C)n3ccccc23)C(C)C1 (stereo not given)
  -8 | -2 | 3
O=C(Nc1ccc(C(F)(F)F)cc1)Nc1ccc(N2CCCC2)c(C(=O)NCCc2ccccc2)c1
  -6 | -3 | 18
CC(CO)CSCc1nnc(C(C)(C)C)o1 (stereo not given)
  . | -5 | 0
CSc1ccccc1C(=O)NCc1ccc(S(=O)(=O)N2CCCCC2)s1
  . | 3 | -4
COc1ccc(Cl)c2sc(N(CCCN3CCOCC3)C(=O)c3ccno3)nc12
  . | 4 | 0
CSc1nc(N2CCOCC2)c2cnn(CCNC(=O)c3ccc(F)c(F)c3)c2n1
  -1 | 14 | 11
